Screening results (PubChem BioAssay)
RGS7-Gao – human RGS7-Galphao interaction regulation; P09471; binding response (% of control), % at 10 µM; 220,000 tested, 0.35% active; Multiplexed bead flow cytometry, RGS7-Galphao binding; actives lie on both sides; in the data active = binding response below about 49% or above about 150%; inconclusive = no clear call, values can overlap the other calls; inactive = in between;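 note: fluorescent Galphao held in activated GDP-AlF4 state binding bead-coupled RGS7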
Target sequence (P09471 whole entry, looked up): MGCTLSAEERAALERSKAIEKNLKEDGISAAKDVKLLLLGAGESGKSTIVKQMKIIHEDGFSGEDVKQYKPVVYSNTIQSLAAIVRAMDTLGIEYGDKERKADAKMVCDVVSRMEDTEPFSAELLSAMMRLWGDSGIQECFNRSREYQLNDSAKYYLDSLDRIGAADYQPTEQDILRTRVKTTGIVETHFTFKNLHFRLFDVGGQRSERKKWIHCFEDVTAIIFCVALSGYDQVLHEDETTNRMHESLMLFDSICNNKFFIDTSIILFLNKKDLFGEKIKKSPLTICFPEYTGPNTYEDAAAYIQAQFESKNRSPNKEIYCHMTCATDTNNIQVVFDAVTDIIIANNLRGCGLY
RGS4-Gao reg – human RGS4-Galphao interaction regulation. Multiplexed bead flow cytometry, RGS4-Galphao binding; actives lie on both sides. AID 1415. 220,000 tested, 0.33% active. binding response (% of control), % at 10 µM; in the data active = binding response below about 49% or above about 150%; inactive = in between;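 note: fluorescent Galphao activated with aluminum fluoride binding bead-coupled RGS4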
Avidin fluor – compound fluoresces at 488/530 nm on avidin beads; compound fluorescence 488/530 nm, flow cytometry; hits give high values; fluorescence (KMESF) at 10 µM; 220,000 tested, 0.38% active; in the data active = fluorescence above about 47; note: inactives centre near 10
Starred values were filed as active, the others as inactive; ? = inconclusive; nt = no result given; [ ] = another dose, or the depositor's remark. The list is partial (hit frequency here may not be typical).

RGS7-Gao	RGS4-Gao reg	Avidin fluor	compound
?	95	9	CCC1C(C#N)=C(SCC(N)=O)NC2=C1C(=O)CC(C)(C)C2 (configuration not stated)
?	206*[activator]	75*	O=C(NCc1cccnc1)C(=O)NCC1OCCN1S(=O)(=O)c1cc(F)ccc1F (configuration not stated)
?	83	6	CCOC(=O)C(=O)NN=C(c1ccccc1)c1ccccc1
?	106	8	COC(C[C@H](O)CC(=O)COCc1ccccc1)OC
?	91	9	CCN(CC)CCNC(=O)c1cn(CC)c2cc(N3CCN(C(=O)c4ccco4)CC3)c(F)cc2c1=O
?	111	7	CC(=O)NC(CSc1cc(C)nc2ccc(Br)cc12)C(=O)O (configuration not stated)
?	101	5	Cc1ccc(C(=O)NC2(O)C(=O)c3ccccc3C2=O)cc1C
?	105	14	COc1ccccc1P(=O)(c1ccccc1)c1ccccc1NC(C)=O (configuration not stated)
?	101	4	O=C(CSc1nnnn1-c1ccccc1)c1ccc(O)cc1O
?	99	8	O=C(NNC1=NS(=O)(=O)c2ccccc21)c1ccccc1
?	94	3	O=C(O)c1ccc2cccnc2c1O
?	96	4	Cc1ccc(-c2ncns2)cc1
?	104	7	CC1(C)CC2(CCO1)C(Nc1ccccc1)=NC(=S)N2c1ccccc1 (configuration not stated)
?	100	6	COc1ccc(-n2nc(C)c3sc(C)nc3c2=O)cc1
?	96	7	S=C(Nc1ccccc1)N1CCCN1c1ccccc1
?	98	6	COC(=O)Cc1[nH]n(-c2nc3ccccc3s2)c(=O)c1C(C)=Nc1ccc(OC)cc1
?	101	11	CC(=O)Nc1ccc(CC#N)cc1
?	101	6	Cc1cc(C(=O)Cn2nc(C(=O)O)c3ccccc3c2=O)c(C)n1CCc1ccc(F)cc1
?	107	10	NC(=S)N=Nc1c(O)n(CCCl)c2ccc(Br)cc12
?	101	6	COc1ccc(-n2c(-c3cc(-c4ccccc4)sc3N)n[nH]c2=S)cc1
?	93	4	COc1ccccc1NC(=S)NCC1CCC(CNC(=S)Nc2ccccc2OC)CC1 (configuration not stated)
?	100	8	Cc1cc(C)nc(N2CCN(C(=O)CCC(=O)Nc3nnc(C(C)C)s3)CC2)n1
?	108	2	O=C(Nc1nccs1)c1ccc([N+](=O)[O-])cc1
?	99	7	CCn1c(O)c(N=NC(=O)c2cccnc2)c2cc(Br)ccc21
?	102	6	COc1ccc2c(C)cc3n[nH]c(=S)n3c2c1

RGS7-Gao	RGS4-Gao reg	Avidin fluor	compound
?	79	9	CC(C)(C)OC(=O)[C@H](Cc1ccccc1)NC(=O)c1nc[nH]c1C(=O)N[C@@H](Cc1ccccc1)C(=O)OC(C)(C)C
?	101	8	O=C(Nc1nc2ccc([N+](=O)[O-])cc2s1)c1ccncc1
?	95	4	CCOC(=O)N1CCC(NS(=O)(=O)c2ccc(NC(C)=O)c(Cl)c2)CC1
?	105	5	CN(C)S(=O)(=O)c1cccc(NC(=S)N/N=C/c2ccco2)c1
?	102	8	COC(=O)C1=C(C)N(c2ccc(OC)cc2)C(C)=C(C(=O)OC)C1c1ccccc1
?	113	18	CC(C)CC(=O)N=C1SC2CS(=O)(=O)CC2N1Cc1ccccc1Cl (configuration not stated)
?	99	4	O=C(NCc1ccccc1)Nc1cc(Cl)ccc1Cl
?	96	8	Cc1ccc(NCC(=O)N/N=C\c2ccc[nH]2)cc1
?	101	8	N/C(=N\c1nc(CSc2nc3ccccc3s2)cc(=O)[nH]1)Nc1ccc(F)cc1
?	105	12	Cc1cc(C)nc(/N=C(\N)Nc2ccc(SC(F)F)cc2)n1
?	95	10	Cc1[nH]c(N=Nc2ccccc2)nc1N=Nc1ccccc1
?	110	7	Cc1ccc(O)c(C2=NNC(c3ccc(Cl)cc3)C2)c1 (configuration not stated)
?	104	5	O=C(/C=C/c1ccc(F)cc1)NC(=S)N1CCN(Cc2ccccc2)CC1
?	139	4	N=C1CCC(=N)c2c1c(O)c1ccccc1c2O
?	102	7	COc1ccc(N(Cc2ccccc2)S(=O)(=O)c2cccc(C(=O)O)c2)cc1
?	94	4	O=C(O)CC1(CC(=O)Nc2ccc(Oc3cccc(C(F)(F)F)c3)nc2)CCCC1
?	103	6	COc1ccc(C2c3ccsc3CCN2C(=O)C(C)(C)C)cc1 (configuration not stated)
?	105	3	COc1ccc(NC(=S)NNc2ccc(S(=O)(=O)Nc3ccccc3C(=O)O)cc2[N+](=O)[O-])cc1
?	105	7	COC(=O)[C@@]1(C)CC[C@]2(C)CC[C@@]3(C)C(=CC(=O)C4[C@@]5(C)CC[C@H](O)C(C)(C)[C@@H]5CC[C@]43C)[C@H]2C1 (some centres not stated)
?	102	7	N#C/C(=C(/O)c1ccc(Cl)c([N+](=O)[O-])c1)c1nc2ccccc2[nH]1
?	95	7	CN(C)c1oc(-c2ccccc2[N+](=O)[O-])nc1C#N
?	93	6	O=C(Nc1nccs1)c1cccc(NC(=O)C(F)(F)F)c1
?	86	9	CCC(CC)c1nn2c(N)c(/C=C3\C(C)=Nc4ccccc43)c(=O)nc2s1
?	97	6	C=CCc1cccc2cc(C(=O)NNC(=O)CC#N)c(=O)oc12
?	101	2	Oc1c(Br)cc(Br)cc1/C=N/NC(=S)N[C@H]1CC2C=CC1C2 (some centres not stated)

RGS7-Gao	RGS4-Gao reg	Avidin fluor	compound
?	106	6	O=Cc1c(SCCO)nc2ccccn2c1=O
?	104	7	O=C(CN1CCCCCC1)NN(Cc1ccccc1)c1ccccc1
?	106	8	CCc1ccc2[nH]c3nc(SCc4nnc(-c5ccccc5)o4)nnc3c2c1
?	99	8	CNc1nc(N)c([N+](=O)[O-])c(Nc2cccc(Cl)c2)n1
?	105	6	Cc1c(NS(=O)(=O)c2cccs2)cccc1-c1nc2cccnc2s1
?	103	8	Cn1c(=O)[nH]c2c(Cl)nccc21
?	103	3	Cc1nnc(SCc2cc([N+](=O)[O-])cc3c2OCOC3)[nH]c1=O
?	97	5	Cc1nnc(Nc2ccccc2F)s1
?	101	7	CC(C)Oc1ccc(CCC(=O)N/N=C/c2ccncc2)cc1
?	97	4	COc1ccc(C(=O)CSc2ncnc3nc[nH]c23)cc1
?	100	9	Cn1c(NC(=O)c2ccc(F)cc2)c(-c2ccccn2)c(=O)c2ccccc21
?	105	7	O=C(Cc1ncon1)Nc1ccc(F)c(F)c1F
?	100	9	Cn1nc(-c2ccccc2)cc1NS(=O)(=O)c1ccccc1
?	80	5	Cn1c(N)c(C(=O)COC(=O)/C=C/c2ccc(S(=O)(=O)N3CCOCC3)cc2)c(=O)n(C)c1=O
nt	98	4	N#C/C(=C(/O)c1cccs1)c1nc2ccccc2[nH]1
?	100	9	CC(C)(C)OC(=O)N1CCC[C@H]1C(=O)N/N=C/c1cccc2cccnc12
?	105	8	CCN(CC)C(=O)C1CCCN(Cc2cccc(Oc3ccccc3)c2)C1 (configuration not stated)
?	103	8	CSc1nc2nc3c(cc2c(=O)n1-c1ccc(C)cc1)COC(C)(C)C3
?	100	2	COC(=O)C1=C(C)Nc2c(c(=O)n(C)c(=O)n2C)C1c1cccc(O)c1 (configuration not stated)
?	96	8	Cc1c(O)ccc(-c2n[nH]c(C(=O)O)c2-c2nc3ccccc3s2)c1O
?	103	6	O=C(Nc1ccc2c(c1)CCC2)c1cc(=O)[nH]c2ccccc12
?	103	7	O=S(=O)(c1cnc(Cl)c(Br)c1)N1CCN(c2ncccn2)CC1
?	91	6	CCCS(=O)(=O)N1CCN(C2Cc3ccccc3C2)CC1
?	95	20	Cc1ccc(C)n1-c1ccc(N2CCOCC2)c([N+](=O)[O-])c1
?	101	8	Cn1c(=O)[nH]c(=O)c2c1nc(N1CCOCC1)n2CCSc1nnnn1-c1ccccc1

RGS7-Gao	RGS4-Gao reg	Avidin fluor	compound
?	101	4	CCCN(Cc1cc2ccccc2[nH]c1=O)C(=O)c1cccc([N+](=O)[O-])c1
?	98	7	CCOC(=O)NC(=O)c1cn(Nc2ccccc2C(F)(F)F)c(=O)[nH]c1=O
?	104	6	O=C(COC(=O)c1ccccc1O)Nc1cccc(S(=O)(=O)NC2=NCCCCC2)c1
?	103	5	Clc1ccc(-c2c(C3=NCCCN3)nnn2-c2ccc(Cl)cc2)cc1
?	99	9	Cc1ccc(Oc2ccc(C(F)(F)F)cc2[N+](=O)[O-])c([N+](=O)[O-])n1
?	104	3	O=C(/C=C/c1ccc([N+](=O)[O-])cc1)N1CCN(S(=O)(=O)c2cccs2)CC1
?	100	7	Cc1cc(C)c(-n2c(SCc3nc4ccccc4s3)n[nH]c2=O)c(C)c1
?	109	7	CCCCNc1nc2ccccc2n1CC(=O)Nc1ccc2c(c1)OCCO2
?	106	5	Cc1onc(-c2ccccc2)c1CNC(=O)Nc1ccc(C(F)(F)F)cc1
?	103	5	COc1cc2c(=O)n(Cc3ccccc3)c(=O)n(CC(=O)C(C)(C)C)c2cc1OC
?	99	7	Cc1cc(Cl)ccc1OCC(=O)Nc1nc(-c2cccnc2)cs1
?	96	4	CCNc1nc(NC(C)C)nc(N(C#N)C(C)C(=O)N(CC)CC)n1 (configuration not stated)
?	106	6	O=C(N/C=C\n1cnc2cc(C(F)(F)F)ccc21)c1ccc([N+](=O)[O-])cc1
?	112	7	Cc1[nH]n(-c2ccccc2)c(=O)c1/C=C1\C=NN=C1c1ccccc1
?	99	8	C=C(C)CNC(=S)N/N=C/c1ccco1
?	105	8	CC(C)(C)C1CCc2c(sc3nc(SCC(=O)O)nc(N)c23)C1 (configuration not stated)
?	101	9	C#CCOCCOCCOCCNc1nc(N2CCN(C(=O)C([C@@H](C)CC)n3cc(C(N)CO)nn3)CC2)nc(N2CCN(C(=O)[C@H](CCC(=O)O)n3cc(C(N)Cc4ccc(O)cc4)nn3)CC2)n1 (some centres not stated)
?	100	6	N#C/C(=C\c1cccs1)C(=O)Nc1ccccn1
?	106	10	CCOC(=O)CN1C(=O)N(CC)C(C)=C(C(=O)OC)[C@@H]1c1ccccc1
?	100	8	CCCCCc1cc(=O)[nH]c(=S)[nH]1
?	97	20	NC(=O)[C@@H]1[C@@H]2C(=O)N(c3ccc(F)cc3)C(=O)[C@@H]2[C@H]2C=Cc3ccccc3N21
?	98	5	C=CCOc1ccnc(-c2ccccc2)n1
?	100	3	O=C(CSc1nccc(-c2cccs2)n1)Nc1ccc(F)c(Cl)c1
?	102	13	C/C=C/C(=O)N1c2ccc(C)cc2C(C)=CC1(C)C
?	101	8	CCOC(=O)c1cnc(-n2nc(C)cc2C)nc1Oc1ccc(C(=O)OC)cc1

RGS7-Gao	RGS4-Gao reg	Avidin fluor	compound
?	95	5	NNC(=O)c1ccc(Oc2cc(Cl)cc(Cl)c2)o1
?	102	6	CC(=O)N1N=C(c2ccc(C)c([N+](=O)[O-])c2)OC1(C)C
?	96	5	CC(C)c1nc2c(c(=O)c3ccccc3n2C)c(=O)n1CCc1ccccc1
?	100	8	COCCNc1oc(/C=C/c2ccccc2)nc1C#N
?	99	9	Nc1nnnn1/N=C/c1cc([N+](=O)[O-])ccc1O
?	91	8	Cc1c(O)ccc(/C=N/Nc2nc(-c3cccnc3)nc3ccccc23)c1O
?	90	6	Cc1ccc(Nc2ccc(C(=O)NC3CCCCC3)cn2)cc1
?	98	8	CC(C)(C)OC(=O)N[C@@H](Cc1ccccc1)[C@H](O)c1ccco1
?	96	9	COc1ccc(-c2noc(CCCC(=O)Nc3ccc(C(N)=O)cc3)n2)cc1OC
?	97	6	O=C(Cn1c2c(c(-c3ccccc3Cl)cc1=O)CCC2)NCC1CCCO1 (configuration not stated)
?	102	10	COC(C[C@@H](O)[C@H](C)[C@H](O)COCc1ccccc1)OC
?	103	11	Cc1nn(-c2ccccc2)c(NC(=O)C(C)C)c(-c2ccccc2)c1=O
?	101	4	O=C(CN1C(=O)NC2(CCCCC2)C1=O)Nc1cccc(S(=O)(=O)N2CCOCC2)c1
?	101	7	CCOC(=O)N1CCc2c(sc3ncn(C)c(=O)c23)C1
?	97	4	O=[N+]([O-])c1[nH]cnc1/C=C/c1ccccc1
?	105	5	CCCc1c(C(=O)Nc2ccc(OC)cc2)cnn1-c1ccccc1
?	95	6	Cc1nc(N)nc(N/N=C/c2ccccc2)n1
?	92	10	COc1ccc(Oc2nc(-c3ccccn3)nc3ccccc23)cc1
?	101	7	CC(C)c1cc(CNC(=O)CCc2nnc(CCCCc3ccccc3)o2)on1
?	101	8	Cc1ccc2nc(NC(=O)C3CCCN(S(=O)(=O)c4cccc5nonc45)C3)sc2c1 (configuration not stated)
